TRAIL sens C8: viability loss with TRAIL in NB7+C8 cells, primary screen, TRAIL sensitizer project, cell-based, ATPlite luminescence. inhibition (viability loss, TRAIL sensitization), % at 10 µM. 360,000 compounds, 1% hits. AID 624354, 2012;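 active = compounds causing at least 50% loss of cell viability in the single-dose screen, relative to plate controls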
HIF-2a block: HIF-2a reporter inhibitors, primary screen, luminescence, 786-0 RCC cells | 360,000 compounds, 0.72% hits | inhibition, % at 18.8 µM | 786-0 RCC cells HIF-2a reporter, luciferase luminescence, overnight | AID 624352, 2012;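 active = inhibition of the luminescence signal of 40% or more relative to plate controls, in a single-dose primary screen at 18.75 µM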
EBV LMP1 NFkB: EBV LMP1-driven NF-kappaB luciferase reporter inhibitors, primary screen, cell-based, luminescence, single point. LMP1-induced NF-kappaB luciferase reporter cells. inhibition, % at 12.5 µM. 350,000 compounds, 0.69% hits. AID 504558, 2011; in the data active = inhibition above about 41%;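 also: 0% = neutral control wells and 100% = reference inhibitor control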
hiPSC survival: enhancers of single-cell hiPSC survival, primary screen, ATPlite luminescence | 100% = ROCK inhibitor wells, 0% = DMSO | AID 602274, 2012 | survival enhancement, % at 20 µM | 360,000 compounds, 0.044% hits; in the data active = survival enhancement above about 18%;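 also: cells exposed to compounds for 16 hours before the ATP read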
KKLEB cytotox: cytotoxicity in KKLEB CF airway cells, primary screen, cytotoxicity control for CF NF-kB inhibitor project, cell-based, uHTS, fluorescence assay plates; 360,000 compounds, 0.36% hits; activity change (cytotoxicity), % at 5 µM; KKLEB CF airway cells viability, ATPlite luminescence, overnight; stronger effect = lower value; cells stimulated with P. aeruginosa culture filtrate;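 active = corrected activity change at or below -50% at 5 µM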
CF NFkB block: inhibitors of PAF-induced NF-kB signaling, primary screen, cell-based, GFP fluorescence, uHTS | KKLEB NF-kB-GFP reporter, GFP fluorescence overnight | inhibition, % at 5 µM | 360,000 compounds, 0.86% hits;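 active = at least 50% inhibition at 5 µM, scaled per plate between neutral and stimulator controls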;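 also: PAF is a Pseudomonas aeruginosa culture filtrate used as stimulus; plate controls were PAF-stimulated DMSO wells for no effect and unstimulated DMSO wells for full effect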
MITF TRPM1 inh: inhibitors of MITF-dependent TRPM1 promoter reporter, primary screen, cell-based, SK-MEL-5, single point, luciferase. SK-MEL-5 TRPM1 promoter luciferase, 24 h. inhibition, % at 12.5 µM. 330,000 compounds, 0.83% hits;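 active = mean inhibition across replicates of 60% or more, whatever share of single replicates reaches that level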; also: values of inactives mirror those of a sister screen read the other way
NR2E3 ag-1: NR2E3 agonists in two-hybrid cells, primary screen, cell-based, luminescence, CHO-S, Gal4-NCOR/VP16-NR2E3 | Photoreceptor-specific nuclear receptor (Homo sapiens), Q9Y5X4 | luciferase | inhibition of corepressor binding, % at 3.98 µM | 360,000 compounds, 0.35% hits | AID 602229, 2012;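 active = inhibition above the mean of all tested compounds plus 3 SD, cut at about 70% in these data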;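 also: 0% = DMSO with NR2E3 transfected cells and 100% = cells lacking NR2E3 construct; higher means lower luciferase signal from less NR2E3 corepressor binding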
Target sequence (Q9Y5X4 whole entry, looked up, the tested form may be a part): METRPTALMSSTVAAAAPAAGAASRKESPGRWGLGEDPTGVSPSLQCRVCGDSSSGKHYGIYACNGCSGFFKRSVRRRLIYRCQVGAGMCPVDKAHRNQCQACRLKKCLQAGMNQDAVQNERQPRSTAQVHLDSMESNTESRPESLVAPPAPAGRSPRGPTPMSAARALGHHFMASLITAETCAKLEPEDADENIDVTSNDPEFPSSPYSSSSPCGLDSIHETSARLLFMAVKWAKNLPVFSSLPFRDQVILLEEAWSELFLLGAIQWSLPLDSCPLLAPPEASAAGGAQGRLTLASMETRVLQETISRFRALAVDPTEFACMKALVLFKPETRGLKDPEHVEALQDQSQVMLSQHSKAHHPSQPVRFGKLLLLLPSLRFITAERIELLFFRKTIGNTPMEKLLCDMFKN
NR2E3 ag-2: inhibitors of NR2E3-RetCOR corepressor binding, primary screen, NR2E3 agonist project, biochemical, TR-FRET, GST-NR2E3, biotin-RetCOR; Photoreceptor-specific nuclear receptor (Homo sapiens), Q9Y5X4; 1536-well; inhibition of corepressor binding, % at 4.78 µM; 320,000 compounds, 0.12% hits; AID 2300, 2010;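 active = percent inhibition above the cutoff of mean plus 3 SD of all tested compounds, set per screening campaign, cut at about 20% in these data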;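 also: 0% = DMSO wells and 100% = biotin wells as full block of FRET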
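system = GST-tagged NR2E3 plus biotinylated RetCOR corepressor | input = 1.35 nM GST-NR2E3 | also added = 7 nM biotin-RetCOR | schedule = 5 h incubation at 4 °C | measured by = TR-FRET with europium anti-GST and streptavidin-D2, 340 nm excitation | read-out = percent loss of FRET ratio relative to control wells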
Shn3 inh set2: reduction of Shn3 3'UTR firefly luciferase signal, primary screen, Schnurri-3 inhibitor project, cell-based, Clone20 osteoblasts, set 2; Clone20 osteoblast Shn3 3'UTR firefly luciferase, 24 h; inhibition, % at 12.5 µM; 360,000 compounds, 0.52% hits; AID 588674, 2011;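 active = mean inhibition of at least 75% with every replicate also reaching 75%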;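 also: 0% = median of neutral control wells and 100% = pilot-screen positive control compound; some compounds past the cut are filed as inactive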
Peg3 prom inh: Peg3 promoter-driven luciferase inhibitors, primary screen, cell-based, HeLa, luciferase luminescence | HeLa PEG-Prom luciferase reporter, overnight | inhibition, % at 20 µM | 360,000 compounds, 1.7% hits;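 active = inhibition of at least 50% at 20 µM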
* hit, by the source's call; · = not tested or not shown. The list is partial; the hit share may differ from the screen's.

SMILES	TRAIL sens C8	HIF-2a block	EBV LMP1 NFkB	hiPSC survival	KKLEB cytotox	CF NFkB block	MITF TRPM1 inh	NR2E3 ag-1	NR2E3 ag-2	Shn3 inh set2	Peg3 prom inh
COC(=O)C(Cc1ccccc1)NC(=O)CCNC(=O)c1ccco1 (centres undefined)	-11	12	1	0.1	-4	-6	-3	-8	0	15	17
CCOC(=O)C1C(=O)CC(C)(O)C(C(=O)OCC)C1c1ccc(C)s1 (centres undefined)	-2	8	-9	0.2	-6	2	4	-12	-1	12	12
Cc1cc2c(=Cc3ccc(N(C)C)cc3)c3ccccc3n2[n+]1C	31	69*	24	-4.4	7	-132	101*	17	·	78	97*
FC(F)(F)c1cccc(Oc2ccc3c(C(F)(F)F)cc(C(F)(F)F)nc3n2)c1	-5	-1	0	2.2	12	-5	11	8	1	-10	-9
COc1cc(OC)c(C(=O)Nc2ccc(N(C)C)cc2)cc1OC	1	-221	-14	-0.2	4	-10	-64	-120	-6	-48	-190
Cc1c(C(=O)Oc2cc(N)n(S(C)(=O)=O)n2)cccc1[N+](=O)[O-]	1	25	-6	-1.1	0	-8	17	19	4	10	13
CC(C)Oc1c(N2CCOCC2)c(=O)c1=O	16	19	1	-0.2	1	8	5	-20	3	2	13
O/N=C\c1ccccc1Oc1ccc(F)cc1	0	8	1	-1.1	-11	8	-5	-26	-3	9	-6
Cc1c(NC(=O)Cc2cccs2)cccc1[N+](=O)[O-]	15	4	3	-0.2	-5	6	0	20	0	-9	13
Cc1cc(OCC(=O)NCCN2CCOCC2)ccc1Br	-19	-2	-4	-2.9	10	-11	1	-23	1	5	6
O=S(=O)(Nc1nc2ccccc2nc1NCc1ccco1)c1ccccc1	9	7	-1	9.5	3	-2	-4	3	2	2	7
CC1CCC(NC(=O)CSc2nncs2)CC1 (centres undefined)	-14	-26	0	-0.6	5	-36	-1	24	2	-14	-21
O=C(NCCCN1CCOCC1)c1c(F)cccc1F	6	6	1	-0.4	7	2	3	-10	-2	6	-35
CCOC(=O)c1c(NC(=O)c2ccc(Br)o2)sc(C)c1CC	0	-14	13	3.6	5	4	13	-21	3	-15	-3
CC1CN(CC(=O)NC(C)c2ccccc2)CC(C)O1 (centres undefined)	13	17	-4	0.6	-3	12	-6	0	3	-1	2
Cc1cccc(C)c1OCC(=O)N/N=C/C=C/c1ccco1	-9	0	-19	1.1	-14	30	-11	-16	1	4	12
C[C@@](Cc1ccc(O)c(O)c1)(NN)C(=O)O	4	11	7	-0.6	12	-15	-9	-25	·	-6	3
Cc1ccc(NC(=O)CSc2nc3nc(C)c(Br)cc3[nH]2)cc1F	0	-24	-8	-0.1	3	4	6	-38	0	26	9
CN1/C(=C\C=C2/SC(=S)NC2=O)C(C)(C)c2ccccc21	32	-38	14	-1.9	-6	-53	19	2	1	84	28
COC(=O)c1sccc1NC(=O)Cc1ccc(Br)cc1	2	-61	3	3.4	2	10	-2	-3	-2	-17	-34
CCCCOC(=O)CSc1nnc(-c2cc(OC)c(OC)c(OC)c2)o1	-17	17	4	1.0	-7	-11	0	-21	1	11	2
CN(C)c1ccc(/C=C/C(=O)c2ccccc2O)cc1	14	-288	-28	-1.8	-5	0	-70	-30	2	-99	-200
Cn1c(=O)[nH]c(=O)c2c1nc(N1CCCC1)n2CCCSc1nnnn1-c1ccccc1	-15	21	-7	1.7	-14	7	-3	-6	0	-1	17
Cn1c(=O)c2c(SCC(=O)NC3CCCC3)nc(CC(C)(C)C)nc2n(C)c1=O	11	12	-5	2.0	0	0	2	-34	0	20	17
O=C(Nc1ccc(Br)cn1)c1ccc(Br)s1	37	-320	-7	0.0	-10	5	-11	-142	5	-39	-273
COc1ccc(N2CC(C(=O)N3CCN(S(=O)(=O)c4ccc(F)c(F)c4)CC3)CC2=O)c(OC)c1 (centres undefined)	-2	13	-8	0.2	-3	9	-6	6	·	14	-9
O=C(Cc1ccc(Br)cc1)Nc1ccc(Cl)cc1	2	-167	-22	2.2	8	-18	-42	-44	0	1	-104
COc1ccccc1C(=O)Nc1ccc(S(=O)(=O)N2CCc3ccccc32)cc1	-10	-94	-25	-0.7	-1	-22	-19	-12	-2	13	-11
O=C(N/N=C/c1cc([N+](=O)[O-])ccc1O)c1ccncc1	-5	11	0	-0.4	3	-5	0	-16	5	21	10
CN(CC(=O)Nc1cccnc1)S(=O)(=O)c1ccccc1	0	18	-10	2.2	8	-21	-11	-21	0	7	8

Profiles, quoted from the list.
Shown for C[C@@](Cc1ccc(O)c(O)c1)(NN)C(=O)O → TRAIL sens C8 = 4; HIF-2a block = 11; EBV LMP1 NFkB = 7; hiPSC survival = -0.6; KKLEB cytotox = 12; CF NFkB block = -15; MITF TRPM1 inh = -9; NR2E3 ag-1 = -25; NR2E3 ag-2 = ·; Shn3 inh set2 = -6; Peg3 prom inh = 3
Shown for O=C(Cc1ccc(Br)cc1)Nc1ccc(Cl)cc1 → TRAIL sens C8 = 2; HIF-2a block = -167; EBV LMP1 NFkB = -22; hiPSC survival = 2.2; KKLEB cytotox = 8; CF NFkB block = -18; MITF TRPM1 inh = -42; NR2E3 ag-1 = -44; NR2E3 ag-2 = 0; Shn3 inh set2 = 1; Peg3 prom inh = -104

(further entries)
SMILES	TRAIL sens C8	HIF-2a block	EBV LMP1 NFkB	hiPSC survival	KKLEB cytotox	CF NFkB block	MITF TRPM1 inh	NR2E3 ag-1	NR2E3 ag-2	Shn3 inh set2	Peg3 prom inh
CCCCCCN1C[C@H](n2cc(C3CC3)nn2)[C@@H](O)C[C@@H]1c1ccccc1	-13	-53	-7	-0.5	-1	16	·	-33	·	24	43
CC(=O)c1sc(NC(=O)C=C(C)C)nc1C	8	-141	-14	-1.9	5	-9	-33	-18	4	-24	-102
O=C(CCC(=O)OCC(F)(F)C(F)F)NCc1ccccc1	-18	6	-7	1.5	13	4	9	-2	0	-7	1
CCn1nc(NC(=O)COC)c2cc3cc(C)ccc3nc21	8	-147	1	-0.1	7	-2	-26	-12	-3	-9	-62
Cc1ccc(N(Cc2ccc([N+](=O)[O-])cc2)C(=O)c2ccco2)cc1C	-3	20	0	-1.1	-24	16	1	-27	-4	-8	19
COc1cc(C(=O)N2CCCCC2c2cc(C(=O)NCc3cccnc3)no2)cc(OC)c1C (centres undefined)	-6	10	·	0.7	10	3	·	-15	·	55	7
COC(=O)c1ccc2nc(NC(=O)C(C)C)sc2c1	25	-148	-10	-2.5	-6	-1	-49	-91	-2	-58	-240
CCc1ccc(NS(=O)(=O)c2ccc3c(c2)oc(=O)n3C)cc1	9	19	10	0.1	-7	6	6	17	3	9	6
Cc1ccc(N(CC(=O)NN=C2CCN(C)CC2)S(=O)(=O)c2ccccc2)c(C)c1	-2	17	0	1.0	2	-9	-6	-22	2	-17	17
O=C(Nc1cc(F)cc(F)c1)c1ccc(NCCc2ccccc2)c([N+](=O)[O-])c1	4	19	11	-1.9	-5	0	14	0	-2	-2	19
COc1ccccc1C(=O)Oc1ccc2c(c1)O/C(=C\c1ccncc1)C2=O	1	6	2	-0.2	-17	22	-6	1	1	-16	-7
CC(=O)c1ccc2c3c(ccc([N+](=O)[O-])c13)CC2	6	-9	5	0.6	4	-22	·	-25	·	-1	-2
Cc1nc2c(ccc3nc(NC(=O)c4ccc(S(=O)(=O)N(C)C)cc4)sc32)s1	26	-37	-25	-2.7	-22	32	17	11	1	-11	-11
CCOC(=O)c1[nH]c2c(c1-c1ccc(OC)cc1)C(=O)CC(c1ccc(OC)c(OC)c1)C2 (centres undefined)	6	0	-1	-2.2	15	17	-6	-42	2	22	12
Fc1cccc(Cl)c1CSC1=NCCS1	-5	-63	-3	-0.3	6	-8	-22	2	2	-12	-46
C[C@@H]1CC=C[C@H]2[C@H]1C(=O)N(Cc1ccccc1)[C@H]2c1ccc(-c2ccc(N(C)C)cc2)cc1F	16	17	9	-1.3	-9	18	2	-15	1	18	13
CCCNC(=O)NC(=O)COc1c(F)c(F)cc(F)c1F	-1	2	11	1.7	18	1	-8	-4	3	3	-3
COCCCn1c(SCC(=O)Nc2ccc(C)cc2)nc2ccccc2c1=O	1	5	1	2.8	6	-11	-6	-20	1	18	21
Cc1ccc(CNC(=O)CCS(=O)(=O)c2ccc3c(c2)oc(=O)n3C)cc1	-15	14	-4	2.0	-5	2	-6	4	-1	1	12
Cc1c(C(=O)OCC(=O)N2C(C)CCCC2C)oc2ccccc12 (centres undefined)	9	-218	-24	0.5	1	-7	-75	-15	1	-82	-236
Cc1cc(N/C=C/C(=O)c2ccccc2)ccc1Br	43	-183	-88	-0.6	-31	5	-19	-156	1	-33	-299
CCN(CC)S(=O)(=O)c1cccc(NC(=O)COC(=O)CCC(=O)c2cccs2)c1	-3	20	5	-0.5	-4	11	2	-19	-2	-13	9
O=C1C(Cc2ccccc2)Nc2ncnc(N3CCc4ccccc4C3)c2N1Cc1ccc(Cl)cc1 (centres undefined)	18	3	-14	3.7	3	16	8	-12	-2	7	51*
CC(=O)c1ccc([N+](=O)[O-])c(CS(=O)(=O)c2ccccc2)c1	-19	10	-3	0.1	4	4	-5	3	-2	0	10
O=[N+]([O-])c1ncccc1OCc1ccc(Cl)c(Cl)c1	10	-336	-36	0.2	9	-12	-66	-55	3	-52	-327
CCOc1ccc(-c2noc(-c3csc([C@@H]4O[C@H](CO)[C@H](O)[C@H](O)[C@H]4O)n3)n2)cc1	6	-27	·	0.0	4	-4	·	-5	·	-17	-30
Cc1ccc(CC(NC(=O)c2ccccc2)C(=O)NC(CC(C)C)C(=O)O)cc1 (centres undefined)	-6	2	-5	-0.7	6	8	5	9	3	-2	-7
COCCNC(=O)CCCn1c(=O)c2cc(OC)c(OC)cc2n(CC(=O)Nc2ccc(F)cc2)c1=O	-4	11	15	0.8	-9	-4	-6	-17	-1	·	5
O=[N+]([O-])c1cccc(-c2ccc(CN3CCN(c4ccccc4)CC3)o2)c1	6	7	5	-0.5	-4	-5	-2	18	4	-5	13
Cc1ccc2nc(Nc3ccc(Cl)cc3)c3nncn3c2c1	-13	-12	-3	0.2	15	-64	2	-9	-1	-8	-24
O=c1cc(-c2ccccc2)c2cc(Cl)ccc2[nH]1	18	16	-1	0.4	-7	5	17	-39	-1	6	39
CC1CCN(c2nncc3ccccc23)CC1	-3	5	-8	8.8	-11	18	-5	-7	0	22	4

Source: PubChem (several laboratories)
